RGS8-Gao = RGS8-Galphao binding modulators, primary screen, biochemical, multiplexed bead flow cytometry. actives lie on both sides. response (percent of control binding), % at 10 µM. actives 0.34% (n = 220,000). AID 1423, 2008; in the data active means response below about 60% or above about 140%; inactive means in between;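 further: Galphao activated as the GDP aluminium fluoride complex binding bead-coupled RGS8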
Target sequence (P09471 whole entry, looked up): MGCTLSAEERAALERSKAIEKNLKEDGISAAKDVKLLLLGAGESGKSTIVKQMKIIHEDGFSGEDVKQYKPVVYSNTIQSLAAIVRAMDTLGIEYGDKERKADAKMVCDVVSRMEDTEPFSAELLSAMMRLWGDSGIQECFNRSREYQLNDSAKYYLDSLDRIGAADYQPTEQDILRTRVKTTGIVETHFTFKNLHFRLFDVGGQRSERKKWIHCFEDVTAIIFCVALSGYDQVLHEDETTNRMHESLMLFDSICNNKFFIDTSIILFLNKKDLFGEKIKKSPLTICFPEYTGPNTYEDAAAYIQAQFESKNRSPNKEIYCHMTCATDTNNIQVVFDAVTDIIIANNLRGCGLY
Mcl1 Bid PPI = Mcl-1/Bid binding inhibitors, primary screen, biochemical, TR-FRET, 1536-well. Induced myeloid leukemia cell differentiation protein Mcl-1 (Homo sapiens), Q07820. TR-FRET Mcl-1/Bid-Dy647 peptide binding. inhibition, % at 21.7 µM. actives 0.97% (n = 220,000). AID 1021, 2008;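 active means compounds that cut the binding signal by more than half at the single screening dose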;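 further: His-tagged Mcl-1 with europium anti-His antibody binding Bid BH3 peptide; 0% = Mcl-1 plus peptide wells and 100% = peptide-only wells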
Target sequence (Q07820 whole entry, looked up): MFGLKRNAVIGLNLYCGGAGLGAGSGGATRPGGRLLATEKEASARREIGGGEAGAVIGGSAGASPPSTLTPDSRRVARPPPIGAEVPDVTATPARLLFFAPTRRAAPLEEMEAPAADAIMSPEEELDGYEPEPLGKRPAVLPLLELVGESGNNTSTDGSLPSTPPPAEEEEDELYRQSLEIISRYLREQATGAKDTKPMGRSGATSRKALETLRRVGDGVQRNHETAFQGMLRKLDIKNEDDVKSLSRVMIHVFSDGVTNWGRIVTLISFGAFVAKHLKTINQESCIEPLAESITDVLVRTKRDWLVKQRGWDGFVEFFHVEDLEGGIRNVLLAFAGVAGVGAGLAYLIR
Mcl1-Noxa inh = Mcl-1/Noxa binding inhibitors, primary screen, biochemical, TR-FRET, 1536-well; Induced myeloid leukemia cell differentiation protein Mcl-1 (Homo sapiens), Q07820; TR-FRET Mcl-1/Noxa peptide binding, 2 h; inhibition, % at 21.7 µM; actives 1.5% (n = 220,000); AID 1022, 2008;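 active means compounds that cut the protein-peptide binding signal by more than 50% relative to plate controls in a single-dose test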;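 further: His-tagged Mcl-1 with rhodamine Noxa BH3 peptide and terbium anti-His antibody; 0% = Mcl-1 plus Noxa peptide wells and 100% = peptide-only wells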
Pf gametocyte = late stage P. falciparum gametocyte viability inhibitors, primary screen, ATP luminescence, HTS | AID 743093, 2013 | actives 0.065% (n = 150,000) | P. falciparum stage V gametocytes, 24 h | inhibition, % at 10.9 µM;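 active means inhibition above the mean plus 3 SD of compounds within the control limits, set per campaign, cut at about 38% in these data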;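 further: 0% = DMSO wells and 100% = medium only without gametocytes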
* = called active by the depositor. This is a subset. The share of hits here may be higher or lower than overall.

Values run as follows: Mcl1-Noxa inh | RGS8-Gao | Pf gametocyte | Mcl1 Bid PPI
1) O=C(Nc1ccc(F)cc1)C(=O)C1C(=O)Nc2ccccc21 (stereo unspecified)
→ 20 | 100 | 16 | -1
2) O=C(COC(=O)c1cnccn1)c1ccc([N+](=O)[O-])cc1
→ 5 | 97 | -12 | -21
3) O=S(=O)(NCCCN1CCOCC1)c1ccc(Cl)s1
→ 26 | 101 | 11 | 2
4) CCOC(=O)N1CCN(C(=O)C(=O)N/N=C/c2ccc(OC)cc2OC)CC1
→ -4 | 100 | -12 | 5
5) O=S(=O)(Cc1ccc(Cl)cc1)NCc1cccnc1
→ -6 | 100 | 12 | -8
6) COc1cc(C2NC(=O)NC(C)=C2[N+](=O)[O-])cc(OC)c1OC (stereo unspecified)
→ -5 | 101 | -7 | -25
7) CC1CCCCC1NC(=S)NC(=O)c1cccs1 (stereo unspecified)
→ -2 | 99 | -11 | -136
8) C/C(=N/NC(=O)CNC(=O)CCc1ccccc1)c1ccc(Cl)cc1
→ 12 | 101 | -15 | -43
9) COc1cc(C(CCN2CCN(c3ccccc3)CC2)c2c(OC)cc(OC)c3c(C)cc(=O)oc23)cc(OC)c1OC (stereo unspecified)
→ 5 | 105 | -15 | -65
10) CNC(=S)SCCOc1ccccc1
→ 2 | 101 | 12 | -72

3 of the compounds above, as tab-separated lines:
cpd	Compound	Mcl1-Noxa inh	RGS8-Gao	Pf gametocyte	Mcl1 Bid PPI
8	C/C(=N/NC(=O)CNC(=O)CCc1ccccc1)c1ccc(Cl)cc1	12	101	-15	-43
9	COc1cc(C(CCN2CCN(c3ccccc3)CC2)c2c(OC)cc(OC)c3c(C)cc(=O)oc23)cc(OC)c1OC (stereo unspecified)	5	105	-15	-65
10	CNC(=S)SCCOc1ccccc1	2	101	12	-72

New compounds follow.
Values run as follows: Mcl1-Noxa inh | RGS8-Gao | Pf gametocyte | Mcl1 Bid PPI
11) Cc1ccccc1NC(=O)c1cn2c(nc3ccccc32)c(C#N)c1C
→ 5 | 103 | 8 | -29
12) O=C(NCCCN1CCOCC1)C(=O)N/N=C/c1ccccc1O
→ -21 | 95 | -12 | -48
13) COc1ccc(Cc2nnc(Nc3ccc(C)cc3)o2)cc1OC
→ -20 | 101 | 12 | -8
14) CC1CC(C)CN(CCCNC(=O)c2ccc3c(SCC(=O)O)c4c(nc3c2)CCC4)C1 (stereo unspecified)
→ 21 | 101 | -29 | -13
15) NS(=O)(=O)c1cccc(NC(=O)CSc2nnc(-c3ccccc3F)n2C2CC2)c1
→ 0 | 102 | 14 | -44
16) Cc1ccnc(NS(=O)(=O)c2ccc3c(c2)CCO3)c1
→ 14 | 106 | -13 | -31
17) C=CCN=C1S/C(=C\c2ccc(Cl)cc2)C(=O)N1CC=C
→ -10 | 98 | 0 | -13
18) N#Cc1c(-c2cccnc2)cc(-c2ccccc2)nc1N
→ 16 | 102 | 18 | 1
19) Cc1cccn2c(CNCCSc3nccn3C)c(C(=O)N3CCCCC3)nc12
→ -29 | 88 | -10 | -71
20) O=S(=O)(c1ccc(Cl)cc1)N1CCCN(c2ccc(C(F)(F)F)cn2)CC1
→ 15 | 92 | -9 | 9
21) CCOC(=O)c1c(/N=C/C2=C(O)CC(C)(C)CC2=O)sc2c1CCCC2
→ 4 | 104 | 10 | -17
22) O=C(Cc1c(F)cccc1Cl)Nc1cc(S(=O)(=O)N2CCCCC2)ccc1N1CCOCC1
→ -15 | 99 | -2 | -18
23) COC(=O)C1=NNC2(C)C(=O)N(c3ccc(C)cc3)C(=O)C12 (stereo unspecified)
→ -4 | 102 | 19 | -13
24) Cc1ccc(-c2cc(C(=O)Nc3ccc(S(=O)(=O)Nc4onc(C)c4C)cc3)[nH]n2)c(O)c1
→ 21 | 97 | -33 | -46
25) Cc1ccc(CNC(=O)c2nnc(Cc3ccc(Cl)cc3)o2)cc1
→ -19 | 100 | 1 | -3
26) O=C1CC(c2ccccc2F)c2c(c3ccccc3[nH]c2=O)O1 (stereo unspecified)
→ 12 | 102 | 27 | -75
27) COc1ccccc1N1CCN(C(c2cccs2)C(C)NC(=O)c2ccncc2)CC1 (stereo unspecified)
→ 0 | 102 | 2 | -32
28) CNC(=O)Cn1c(C)cc(=O)c2cccc(OC)c21
→ 5 | 106 | -29 | -5
29) COc1ccc(-c2nc(N)c(C#N)c(-c3cccnc3)c2C)cc1
→ 6 | 97 | -7 | -42
30) CCNC(=S)Nc1cccc(NC(=O)c2ccccc2O)c1
→ 26 | 99 | -9 | -10
31) O=C(Cc1ccccc1)N/N=C/C=C/c1ccccc1[N+](=O)[O-]
→ 9 | 102 | 4 | 1
32) COc1ccc(/C=N/NC(=O)c2cccnc2)cc1CSc1ccccn1
→ -7 | 102 | -1 | 0
33) CC1CCCN(Cc2c(O)ccc3c4c(c(=O)oc23)CCCC4)C1 (stereo unspecified)
→ 34 | 99 | 16 | -38
34) COc1cc(OC)cc(C(=O)N[C@H](C(=O)Nc2nc(-c3ccc(OC)c(OC)c3)cs2)C(C)C)c1
→ 1 | 101 | -32 | -81
35) CN1C(=S)SC(/[N+]([O-])=C/c2c(F)cccc2Cl)C1(C)C (stereo unspecified)
→ 2 | 102 | 14 | -15
36) C[C@H](NC(=O)OC(C)(C)C)C(=O)N/N=C/C1=Cc2ccccc2OC1
→ 18 | 97 | -5 | -16
37) Nc1ccc2nn(-c3ccc(Cl)cc3)nc2c1
→ 6 | 104 | 11 | -154
38) COc1cc(C=C2C(=O)c3ccccc3C2=O)cc(OC)c1
→ 4 | 83 | -12 | -30
39) Cc1ccc(Nc2ccccc2)nn1
→ -13 | 87 | 24 | -26
40) Cc1ccc(NC(=O)C2CCCN2C(=O)OC(C)(C)C)cc1C (stereo unspecified)
→ -10 | 101 | 6 | -24
41) CCN(CC(=O)N(CC(C)C)c1c(N)n(CC(C)C)c(=O)[nH]c1=O)Cc1nc2ccccc2c(=O)[nH]1
→ 6 | 100 | -17 | -46
42) Nc1ccc(S(=O)(=O)Nc2ccc(Cl)nn2)cc1
→ -7 | 100 | 26 | -33
43) CCOC(=O)Cc1nnc(NC(=O)CSc2nc3ccccc3[nH]2)s1
→ 7 | 101 | -14 | -33
44) Cn1c2ccccc2c2cnn(CC(=O)Nc3cccc(F)c3)c(=O)c21
→ -26 | 101 | 11 | -3
45) COc1cc(/C=N/NC(=O)NC2CCCCC2)ccc1O
→ 10 | 102 | 2 | -116
46) Cc1onc(-c2c(Cl)cccc2Cl)c1C(=O)NNC(=O)c1c(-c2c(Cl)cccc2Cl)noc1C
→ 11 | 99 | 3 | -5
47) O=C(CCc1ccccc1)Nc1ccc(S(=O)(=O)N2CCOCC2)cc1
→ 20 | 102 | -23 | 5
48) Cc1ccc(-c2c(C)sc3ncn(CC(=O)N4CCOCC4)c(=O)c23)cc1C
→ -4 | 101 | 1 | -55
49) Cc1nc(SCC(=O)O)n[nH]1
→ 9 | 97 | 13 | 10
50) O=C(c1ccc(Cl)cc1)N1CCCC(C(=O)N2CCc3ccccc3C2)C1 (stereo unspecified)
→ 6 | 94 | 12 | -22
51) Cc1onc(-c2c(Cl)cccc2Cl)c1C(=O)c1ccc(F)cc1
→ -5 | 99 | 2 | -2
52) O=C(NNC(=O)C1[C@H]2CCCC[C@@H]12)c1ccc(=O)oc1 (stereo partly specified)
→ -28 | 93 | -5 | -130
53) C/C(=N/NC(=O)CNC(=O)c1ccncc1)c1ccco1
→ -3 | 104 | 10 | -20
54) CCN1CSC(=S)N(Cc2ccc(OC)cc2)C1
→ 10 | 102 | 6 | -37
55) CC(C)[N+]1=C2C=CC=CC=C2SC12C([N+](=O)[O-])=CC(=[N+]([O-])[O-])C=C2[N+](=O)[O-] (stereo unspecified)
→ -21 | 100 | 11 | -33
56) COc1cc(Nc2ncnc(N)n2)cc(OC)c1OC
→ 11 | 103 | 16 | -13
57) c1ccc(-c2nccnc2-c2ccccc2)cc1
→ -8 | 104 | -7 | 1
58) N#CC1=C(S)N(c2ccccc2)C(c2ccc(-c3ccc(Cl)c(Cl)c3)o2)NC1=O (stereo unspecified)
→ 36 | 99 | 5 | -10
59) CC(=O)Nc1ccc2c(COC(=O)[C@H](C)N3C(=O)C4CCCCC4C3=O)cc(=O)oc2c1 (stereo partly specified)
→ 5 | 103 | -14 | -16
60) N#Cc1nccnc1S(=O)(=O)c1cccs1
→ 25 | 88 | -9 | 0

Next section:
Values run as follows: Mcl1-Noxa inh | RGS8-Gao | Pf gametocyte | Mcl1 Bid PPI
61) CCCC(CCC(=O)Nc1ccn(-c2ccccc2)n1)C(=O)O (stereo unspecified)
→ 22 | 100 | 1 | 11
62) COc1ccc(-c2cc3ccccc3[nH]2)cc1
→ 0 | 98 | -28 | -38
63) Cc1nc(NC(=O)c2ccccc2)sc1-c1csc(Nc2ccc(C(=O)O)cc2)n1
→ 90* | 99 | -10 | 91*
64) COc1ccc(-c2n[nH]c(=S)n2/N=C/c2cccn2C)cc1
→ -5 | 99 | -5 | -54
65) COc1ccc(C(=O)CN2C(=O)c3ccccc3C2=O)cc1
→ 1 | 100 | -6 | -4
66) O=S(=O)(c1ccc(-c2ccon2)s1)N1CCN(CCN2CCOCC2)CC1
→ -2 | 101 | -3 | -8
67) O=C(/C=C/c1ccco1)Nc1ccc(CN2CCOCC2)cc1
→ -1 | 98 | -5 | -20
68) COc1ccc(OCC(=O)NCCCn2ccnc2)cc1
→ -7 | 101 | -13 | -43
69) Cc1cccc(C)c1NC(=S)NCc1ccncc1
→ -3 | 107 | 14 | -36
70) O=C(O)c1ccc(N/N=C/c2ccnc3ccccc23)cc1
→ 37 | 101 | 8 | -120
71) Cc1c(NC(=O)c2ccc(Cl)nc2)cccc1-c1nc2cccnc2s1
→ 4 | 97 | -24 | 4
72) CC(C)c1ccccc1NC(=O)Nc1ccc(F)cc1F
→ -10 | 104 | -13 | -21
73) COc1cccc(N2C(=O)CC(NNc3nc4ccccc4s3)C2=O)c1 (stereo unspecified)
→ 6 | 101 | 11 | -8
74) O=[N+]([O-])c1ccc(CSc2nc3ncc(Br)cc3[nH]2)cc1
→ 6 | 98 | -3 | -47
75) CC(C)(C)c1ccc(C2C(C#N)=C(N)Oc3n[nH]c(-c4cccnc4)c32)cc1 (stereo unspecified)
→ 3 | 96 | -23 | -17
76) O=c1c2nncn2c2cc(C(F)(F)F)ccc2n1CCNc1ncc(C(F)(F)F)cc1Cl
→ -82 | 96 | 14 | -34
77) CC1(C)Cc2c(C#N)c(NCCN3CCOCC3)nc(-c3ccccc3)c2CO1
→ 0 | 100 | -9 | -7
78) CC/C(C)=N/Nc1nc(-c2cc3cccc(OC)c3oc2=O)cs1
→ 20 | 101 | -14 | -52
79) CC(C)n1c(=S)[nH]c2scc(-c3cccs3)c2c1=O
→ 73* | 97 | 3 | -17
80) O=C(CN1CCN(c2ccccn2)CC1)Nc1cccc(S(=O)(=O)N2CCOCC2)c1
→ 1 | 89 | 2 | -38
81) Nc1nn(-c2ccccc2)nc1C(=O)OCc1ccccc1
→ -14 | 104 | 18 | -31
82) CCCCC#Cc1ccc2c(c1)COc1c3ccccc3nn1-2
→ -8 | 98 | 3 | -88
83) COc1ccccc1N1CCN(CC(=O)c2c[nH]c3ccccc23)CC1
→ -14 | 94 | -8 | -57
84) Cc1cccc(C)c1N1C(=O)CC(N2CCSCC2)C1=O (stereo unspecified)
→ -1 | 102 | 8 | -11
85) COc1ccccc1NC(=O)NCCN1CCNC1=O
→ 14 | 101 | -4 | -5
86) O=C(CCC1CCCN(Cc2cccc(Cl)c2)C1)NCc1ccccc1F (stereo unspecified)
→ -11 | 102 | -1 | -8
87) O=C(N/N=C/c1ccc([N+](=O)[O-])o1)C(O)c1ccccc1 (stereo unspecified)
→ 9 | 101 | 4 | -15
88) Nn1c(SCC(=O)NC2CCS(=O)(=O)C2)nnc1-c1cccs1 (stereo unspecified)
→ 20 | 99 | -4 | -4
89) Cc1[nH]n(C)c(=O)c1C(=O)c1c(-c2c(Cl)cccc2Cl)noc1C
→ -2 | 104 | -16 | 1
90) CCCN(Cc1cc2cc(OC)ccc2[nH]c1=O)C(=O)c1ccco1
→ 12 | 100 | 20 | 18
91) O=C(CCC1CCCC1)Nc1cccn(Cc2ccccc2Br)c1=O
→ 1 | 93 | 0 | -15
92) CCc1ccc2[nH]c(=O)c(CN(CC3CCCO3)C(=S)NCc3ccco3)cc2c1 (stereo unspecified)
→ 2 | 101 | -11 | -75
93) O=C(/C=C/c1ccc(F)cc1)NC(=S)NC1CCCCC1
→ 11 | 103 | -14 | -30
94) COc1cc(NC(=O)N[C@@H](CCSC)C(=O)O)cc(OC)c1
→ 0 | 91 | -10 | -79
95) COCC(=O)N(Cc1nc2sc(C)c(C)c2c(=O)[nH]1)C1CCCCC1
→ 15 | 103 | -34 | -36
96) NC(=O)/C(=C/c1cccnc1)NC(=O)c1ccccc1
→ -9 | 102 | -26 | -6
97) CC(/C=C1\SC(=S)N(CC(=O)O)C1=O)=C\c1ccccc1
→ -6 | 104 | 3 | -5

A run of entries from the list above, for reference:
Values run as follows: Mcl1-Noxa inh | RGS8-Gao | Pf gametocyte | Mcl1 Bid PPI
96) NC(=O)/C(=C/c1cccnc1)NC(=O)c1ccccc1
→ -9 | 102 | -26 | -6
97) CC(/C=C1\SC(=S)N(CC(=O)O)C1=O)=C\c1ccccc1
→ -6 | 104 | 3 | -5
